HCMV inh: qHTS Assay for inhibitors of the human cytomegalovirus (HCMV); HFF cells, HCMV-luciferase reporter, 72 h; active compounds read low; AID 1259415, 2018; hit rate 4.5% among 410,000; activity change, negative = inhibition, % at 57.5 µM; in the data active means activity change below about -60%; inconclusive means no clear call, values can overlap the other calls; inactive means above about -39%
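Two-dose cell screen: HFF monolayers treated with compounds and infected with luciferase-expressing HCMV at 1 PFU/cell, 72 h at 37C, then lysed for luciferase measurement.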
AmpC inh detg: qHTS Inhibitors of AmpC Beta-Lactamase (assay with detergent); AID 485294, 2010; AmpC hydrolysis of nitrocefin, absorbance 480 nm, 0.01% Triton; hit rate 0.041% among 370,000; Potency, µM (doses to about 114 µM), for the others: top-dose activity change, negative = inhibition, actives largely listed as inhibitors; active means well fitted inhibition curve with a large enough effect; inconclusive means small, poorly fitted or top-dose-only effect;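 further: potency means the concentration at half of the fitted maximal effect; 0% = no-compound wells and -100% = no-enzyme wells; nearly all actives have a fitted effect of over 25% in size; some results filed as inactive show a strong effect at the top dose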
Target sequence (P00811 whole entry, looked up): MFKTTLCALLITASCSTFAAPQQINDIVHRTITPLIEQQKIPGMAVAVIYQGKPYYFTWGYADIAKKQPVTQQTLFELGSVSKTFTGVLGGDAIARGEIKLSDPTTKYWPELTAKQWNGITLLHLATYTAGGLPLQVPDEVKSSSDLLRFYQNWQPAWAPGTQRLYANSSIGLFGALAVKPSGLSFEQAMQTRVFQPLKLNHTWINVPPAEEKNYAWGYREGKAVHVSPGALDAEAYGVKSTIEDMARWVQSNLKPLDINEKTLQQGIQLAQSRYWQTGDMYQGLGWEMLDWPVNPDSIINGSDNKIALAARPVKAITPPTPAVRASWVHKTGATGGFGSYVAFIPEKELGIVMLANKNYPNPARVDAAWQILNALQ
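AmpC (5.3 nM in the dispensed reagent) in 20 mM phosphate pH 7.0 with 0.01% (detergent screen) or 0.0001% Triton X-100 was preincubated with compounds for 15 min at room temperature. Nitrocefin was then added from an 800 uM solution, and hydrolysis was followed at 480 nm.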
* = called active by the depositor; ? = inconclusive. Unless noted, on the % scale 0 is the no-effect control and ±100 the full control effect. Not all compounds are listed; count on the stated rates, not on these rows.

Values run as follows: HCMV inh, AmpC inh detg
1) Cc1oc2ncn(CC(C)C)c(=O)c2c1C(=O)N1CCN(c2ccccc2F)CC1
  14, 13%
2) COc1ccc(CNc2nc(-c3ccccc3)nn2C(=O)c2ccccc2OC)cc1
  -16, 19%
3) CCOc1ccccc1CNC(=O)C1CCN(C(=O)N2CCOc3ccc(Cl)cc32)CC1
  -16, -1%
4) Cc1ccc(NC(=O)CSc2nc3nccnc3c(=O)n2CCc2c[nH]c3ccccc23)c(C)c1
  2, 7%
5) Cc1cccc(CN2C(=O)CN=C(c3ccccc3)c3cc(Cl)ccc32)c1
  ?, 12%
6) CCOc1ccc(NC(=O)Cn2cc(C(=O)c3ccccc3)c(=O)c3cc(OC)ccc32)cc1
  -27, 5%
7) O=C(Cn1cc(S(=O)(=O)N2CCN(c3ccccc3F)CC2)c2ccccc2c1=O)Nc1ccc(F)cc1Cl
  6, 4%
8) CCCCN(C)CCNC(=O)c1cc(-c2ccc(Cl)s2)nc2ccccc12
  -101*, 7%
9) Cc1cccc2cc(-c3nc(-c4cccs4)no3)c(=O)oc12
  -21, 2%
10) O=C(c1cc2c(=O)oc3ccccc3c2s1)N1CCN(c2ccccc2)CC1
  7, 1%
11) Cc1nc2nc(NC(=O)c3ccc(Cl)cc3)[nH]n2c(=O)c1Cc1ccccc1
  -18, 22%
12) CCN(c1ccccc1)S(=O)(=O)c1cc(Br)cc2c1N(C(=O)C1CC1)CC2
  -21, -6%
13) O=C(c1cc2c(=O)oc3ccccc3c2s1)N1CCN(c2cccc(Cl)c2)CC1
  -62*, ?
14) COc1ccccc1CCNC(=O)C(=O)NCC(c1cccs1)S(=O)(=O)c1ccc(C)cc1 (stereo not given)
  -26, 0%
15) CCOC(=O)c1scc(-c2ccccc2)c1S(=O)(=O)Nc1cc(Cl)c(OC)cc1OC
  ?, 1%
16) CCOc1ccc(NC(=O)CN2CCN(S(=O)(=O)c3ccc(OC)cc3)CC2)cc1
  -23, 3%
17) COc1cccc(Nc2nc3c(S(=O)(=O)c4cc(C)ccc4C)nnn3c3ccsc23)c1
  3, 4%
18) CCc1cccc(-n2c(=O)c3cccnc3n2CC(=O)Nc2ccc(F)c(C)c2)c1
  21, 6%
19) CCN(Cc1ccccc1)C(=O)Cn1c(=O)n(-c2ccc(C)c(C)c2)c(=O)c2c(C)c(C)sc21
  -20, -4%
20) CC1CCC(N2CC(=O)N(CCC3=CCCCC3)C(c3ccc(F)cc3)C2=O)CC1 (stereo not given)
  ?, 9%
21) Cc1ccc(SCC(=O)Nc2ccc(O)c(-c3nc4cc(C)ccc4o3)c2)cc1
  -16, 23%
22) COc1ccc(-n2nc(C(=O)NCCCOC(C)C)c3c4ccccc4n(C)c3c2=O)cc1
  17, 5%
23) CC(C)Nc1nc2c(S(=O)(=O)c3cccc(Cl)c3)nnn2c2ccsc12
  33, 15%
24) CCOC(=O)c1ccc(CN(Cc2ccc(F)cc2)S(=O)(=O)c2cc(C(=O)Nc3cccc(C(F)(F)F)c3)ccc2F)cc1
  25, -5%
25) COc1cc(NC(=O)Cn2c(=O)n(Cc3ccccc3OC)c(=O)c3cccnc32)cc(OC)c1
  -17, -2%
26) CCCCOc1ccc(C(=O)Nc2sc3c(c2C(=O)OCC)CCCCC3)cc1
  20, -3%
27) Cc1ccc(NC(=O)c2cccc(N3CCCS3(=O)=O)c2)cc1C
  83, -1%
28) Cc1ccc(CCNC(=O)C2CCN(c3nnc(C)c4c(C)n(-c5ccccc5)nc34)CC2)cc1
  0, -7%
29) COc1cc(CNC(=O)c2ccc3nc(Cc4ccccc4)oc3c2)cc(OC)c1OC
  ?, 17%
30) CCCc1cc(=O)[nH]c(Nc2ccccc2O)n1
  24, 19%
31) COc1ccc(CNC(=O)c2cnn3c(C)c(Cc4ccc(F)cc4)c(C)nc23)cc1
  1, -4%
32) CCOc1ccc(C2c3c(oc4ccc(C)cc4c3=O)C(=O)N2Cc2ccc3c(c2)OCO3)cc1OC (stereo not given)
  -2, 26%
33) O=C(CSc1nnc(-c2ccc(Br)cc2)n1-c1ccccc1)c1ccccc1
  ?, 8%
34) Cc1ccc(NC(=O)CSC2=Nc3ccccc3C3=NC(Cc4ccccc4)C(=O)N23)cc1C (stereo not given)
  ?, -1%
35) Cc1oc(-c2cccc(Cl)c2)nc1CSCC(=O)NCc1ccccc1Cl
  -17, ?
36) CCN(C(=O)c1cn(CC(C)C)c(=O)c2cc(OC)c(OC)cc12)c1cc(OC)ccc1OC
  -28, -4%
37) CCc1ccc(NC(=O)c2cc(S(=O)(=O)NC3CCCC3)ccc2F)cc1
  -17, -9%
38) Cc1ccc(Cn2cc(S(=O)(=O)c3cccc(Cl)c3)c(=O)c3cc(F)c(N4CCOCC4)cc32)cc1
  -34, 13%
39) COC(=O)c1ccc(NC(=O)CSc2nc(=O)[nH]c3c2CCCC3)cc1
  149, 0%
40) COc1ccc(N(C)C(=O)NCc2noc3ccc(C)cc23)c(OC)c1
  -82*, 4%
41) O=C(c1nc(-c2ccc(Cl)cc2)n2c1CCCCC2)N1CCN(c2ccc(F)cc2)CC1
  -16, 14%
42) CC(C)(C)OC(=O)N1CCC(c2c(C(=O)N3CCN(c4ccccn4)CC3)cnn2-c2ccc(F)cc2)CC1
  9, 2%
43) CCc1ccc(OCC(=O)NCC(c2ccc(OC)cc2)N2CCOCC2)cc1 (stereo not given)
  -15, 0%
44) O=C(Nc1ccc(NC(=O)c2ccc(Br)cc2)c(Cl)c1)c1ccc(Br)cc1
  7, -6%
45) CCOc1ccc(CNC(=O)Cn2nc(C)c3nn(-c4ccc(Cl)cc4)c(C)c3c2=O)cc1
  19, 21%
46) COc1ccc(-c2nn(-c3ccc(F)cc3)c3c2cnc2ccc(F)cc23)cc1OC
  8, 3%
47) CCc1ccc(Oc2nc3c(C)cccn3c(=O)c2/C=C(\C#N)c2nc3ccccc3s2)cc1
  4, 19%
48) Cc1ccc(OCc2cc(=O)n3c(-c4ccccc4)csc3n2)cc1
  -23, 0%
49) CCN(CC)C(=O)c1ccc(NC(=O)CCn2nc(-c3ccc(C)cc3)c3ccccc3c2=O)cc1
  -65*, 24%
50) O=C(c1ccccc1)N1CCc2cc(CNS(=O)(=O)c3ccc(Cl)s3)ccc21
  -70*, -4%

The list continues:
Values run as follows: HCMV inh, AmpC inh detg
51) CC(C)(C)OC(=O)N1CCC(c2c(C(=O)NCc3ccccn3)cnn2-c2ccccc2Cl)CC1
  ?, 26%
52) Cc1ccc(CNC(=O)CSc2nc3ccsc3c(=O)n2-c2ccc(Br)cc2)cc1
  5, -1%
53) CCCc1cc(=O)[nH]c2nnc(SCC(=O)Nc3cccc(C)c3)n12
  ?, 2%
54) CC(C)Cc1nn2c(=O)cc(COC(=O)c3ccccc3NC(=O)c3cccs3)nc2s1
  -39, 4%
55) Fc1ccc(N2CCN(Cc3nnc(-c4ccccc4Cl)o3)CC2)cc1
  -2, 12%
56) Cn1c(=O)c2c(-c3ccc(Cl)cc3)ccnc2n(C)c1=O
  -5, -3%
57) COc1ccc(Cn2ccc3nc(C)c(C(=O)N4CCN(c5cc(C)ccc5C)CC4)cc3c2=O)cc1
  -18, 22%
58) Cc1cc(=O)[nH]c2nnc(SCC(=O)NC(C)(C)C)n12
  8, -4%
59) CC(C)C(=O)Nc1cccc(C(=O)Nc2nnc(C(F)(F)F)s2)c1
  0, 21%
60) COc1ccc(-c2[nH]c3ccccc3c2SCCNC(=O)c2cc(OC)c(OC)c(OC)c2)cc1
  -19, -2%

Another view of some results above.
(54) CC(C)Cc1nn2c(=O)cc(COC(=O)c3ccccc3NC(=O)c3cccs3)nc2s1
- HCMV inh: -39
- AmpC inh detg: 4%
(55) Fc1ccc(N2CCN(Cc3nnc(-c4ccccc4Cl)o3)CC2)cc1
- HCMV inh: -2
- AmpC inh detg: 12%
(56) Cn1c(=O)c2c(-c3ccc(Cl)cc3)ccnc2n(C)c1=O
- HCMV inh: -5
- AmpC inh detg: -3%
(57) COc1ccc(Cn2ccc3nc(C)c(C(=O)N4CCN(c5cc(C)ccc5C)CC4)cc3c2=O)cc1
- HCMV inh: -18
- AmpC inh detg: 22%

New compounds follow:
Values run as follows: HCMV inh, AmpC inh detg
61) CC(C)c1ccccc1NC(=O)CSc1nnc(COc2ccccc2Cl)o1
  -13, 2%
62) O=C(NCc1cccc(Cl)c1)c1ccc2nc(N3CCCCC3)sc2c1
  -8, -5%
63) COc1cc(-c2nc(Cn3nnc(C(=O)Nc4ccccc4C)c3C)c(C)o2)cc(OC)c1OC
  -38, 21%
64) CCS(=O)(=O)N1CC(=O)N(c2ccc(Cl)cc2C)C(C)(C(=O)NC2CCCCC2)C1 (stereo not given)
  0, 15%
65) O=c1n(Cc2ccc(Cl)cc2)c2ccccc2c2nc(-c3ccccc3)nn12
  -3, -7%
66) COc1ccc(Cn2c(=O)c3oc4ccccc4c3n(CC(=O)Nc3ccc(F)cc3F)c2=O)cc1
  7, 0%
67) O=C1CCSC2(C(=O)N(Cc3ccc(F)cc3)c3ccccc32)N1c1ccc(Cl)cc1 (stereo not given)
  0, 8%
68) Cc1cccc(CNC(=O)c2ccc3c(c2)N(C)C(=O)C2CCCCN32)c1 (stereo not given)
  -6, -3%
69) CCCCNC(=O)C1CCN(S(=O)(=O)CCC)CC1
  0, 7%
70) COc1ccc(S(=O)(=O)NCC(c2ccco2)S(=O)(=O)c2cccs2)cc1OC (stereo not given)
  23, 2%
71) Cc1cccc(C)c1NC(=O)C(=O)NCC(c1ccc2c(c1)OCO2)N1CCN(C)CC1 (stereo not given)
  -11, 6%
72) C#CCn1c(=NC(=O)c2ccc3c(c2)OCCO3)sc2cc(OC)c(OC)cc21
  -32, 19%
73) COc1ccc(Cn2c(=O)c3cccnc3n(Cc3cccc(OC)c3)c2=O)cc1
  -1, 2%
74) CCOc1ccc(CNC(=O)c2ccc(CS(=O)Cc3ccc(Cl)cc3)o2)cc1 (stereo not given)
  16, 13%
75) COc1ccc(C2C=C(c3ccccc3)Nc3nc(NC(=O)c4ccc(C)cc4)nn32)cc1 (stereo not given)
  -5, -8%
76) Cc1ccc(CCNC(=O)c2ccc3c(=O)n(-c4ccccc4)c(=O)[nH]c3c2)cc1
  13, ?
77) Cc1cc2nc(-c3ccc(OCc4ccccc4)cc3)cc(C(F)(F)F)n2n1
  -6, 24%
78) Cc1ccc(NC(=O)c2c(C)cc(C)nc2SCC(=O)Nc2ccc(Br)cc2)cc1
  -16, 2%
79) Cc1cccc(C(=O)Nc2cccc(C(=O)OCc3cc(=O)n4c5c(sc4n3)CCCC5)c2)c1
  -9, 15%
80) CCc1ccc(C(=O)N2CCC(c3nc(-c4ccc(S(=O)(=O)N5CCCC5)cc4)no3)CC2)cc1
  -34, 17%
81) COc1ccc(N2CCN(CC(O)COc3ccccc3C(C)(C)C)CC2)cc1 (stereo not given)
  -5, 3%
82) Cc1cccc(CNC(=O)CN2CC(C)Sc3ccccc32)c1 (stereo not given)
  19, 15%
83) CCc1ccc(NC(=O)Cn2c(=O)n(CCc3ccccc3)c(=O)c3sc4ccccc4c32)cc1
  ?, -11%
84) COc1cccc(CNC(=O)Cn2c(=O)n3nc(-c4cccc(C)c4)nc3c3ccccc32)c1
  62, 3%
85) Cc1ccc(C(=O)N2CCC(C(N)=O)CC2)cc1NC(=O)c1nsc2ccccc12
  2, 25%
86) Cc1ccccc1CNC(=O)Cn1nc(C)c2nn(-c3ccc(Cl)cc3)c(C)c2c1=O
  -31, -2%
87) Cc1cccc(-c2nc(SCC(=O)N3CCc4ccccc43)c3c(=O)n(C)c(=O)n(C)c3n2)c1
  23, 18%
88) CCc1ccc(NCc2cc3cc(OC)c(OC)cc3n(CC(=O)Nc3ccc(F)cc3)c2=O)cc1
  20, -1%
89) CCN(Cc1ccccc1)S(=O)(=O)c1cc(C(=O)Nc2cc(Cl)cc(Cl)c2)ccc1F
  -97*, 13%
90) CN(C)c1ccc(CNC(=O)c2ccc3c(c2)N(C)C(=O)C2CCCCN32)cc1 (stereo not given)
  -22, 22%
91) Cc1cc(CN2CCN(c3ccccc3F)CC2)cs1
  -22, -6%
92) COc1ccc(S(=O)(=O)c2c(Nc3ccccc3F)sc(C(=O)c3cccc(OC)c3)c2N)cc1
  -36, -4%
93) O=C(CN1C(=O)COc2ccc(S(=O)(=O)Nc3ccccc3)cc21)Nc1cccc(Cl)c1
  6, 18%
94) Cc1c(C(=O)OC2CCC(C)CC2)[nH]c2c1C(=O)CC(c1ccc(N(C)C)cc1)C2 (stereo not given)
  -3, 16%
95) Cc1ccc(-n2ncc(C(=O)NCc3ccco3)c2C2CCN(C(=O)OC(C)(C)C)CC2)cc1
  0, 4%
96) CN(C)CCCN(C(=O)c1cccs1)c1nc2ccc(F)cc2s1
  52, 20%
97) COc1cccc(-n2c(=O)c3sc4ccccc4c3n(CC(=O)Nc3ccc(F)cc3F)c2=O)c1
  -70*, 12%
98) COc1ccc(-n2nc(C(=O)N3CCN(c4cccc(C)c4C)CC3)c3c4ccccc4n(C)c3c2=O)cc1Cl
  10, 4%
99) CCOC(=O)c1c(NC(=O)c2ccccc2C)sc2c1CCCC2
  ?, 4%
100) CC(=O)N1CCc2cc(S(=O)(=O)NC(CC(C)C)C(=O)NCc3ccccc3)ccc21 (stereo not given)
  -14, 1%
101) Cc1ccc(-c2noc(-c3cccnc3N(C)Cc3ccc(Cl)cc3)n2)cc1
  32, 6%
102) Cc1ccccc1C(=O)NCc1nc(-c2ccc(Cl)cc2)no1
  ?, 17%

Bioassay records from PubChem BioAssay.
